CHO-K1 Ca antag = counter-screen for M1 antagonists: effect in parental CHO-K1 cells. 360,000 tested, 0.6% active. ATP-induced calcium, Fluo-8 fluorescence. AID 602250. inhibition, % at 3 µM;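 active = inhibition above a per-plate cutoff, the plate's mean sample inhibition plus 3 SD, cut at about 24% in these data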;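 also: 0% = DMSO plus EC80 ATP and 100% = DMSO alone without ATP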
CHRM1 antagonist = blocks human M1 muscarinic receptor; P11229; inhibition, % at 3 µM; CHO-K1 hM1, Fluo-8 calcium fluorescence, ACh EC80 antagonist; 360,000 tested, 1.3% active;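 active = percent inhibition above its own plate's cutoff, namely the mean of that plate's compound wells plus 3 SD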;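 also: peak over basal fluorescence ratio during 140 s after agonist addition; 0% = ACh EC80 plus DMSO and 100% = DMSO alone without agonist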
CHO-K1 Ca ag = M1 agonist counterscreen hit in parental CHO-K1 cells | Fluo-8 calcium fluorescence; scaled to maximal ATP response, vehicle zero | activation, % at 3 µM | 360,000 tested, 0.48% active | AID 602248; in the data active = activation above about 15%;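 also: untransfected CHO-K1 host cells lacking M1 receptor as counterscreen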
TAAR1 ag = human TAAR1 agonism; 360,000 tested, 0.99% active; Q96RJ0; CHO RD-HGA16 TAAR1, Fluo-8 calcium fluorescence; vehicle wells 0%, saturating PEA agonist 100%; activation, % at 3 µM;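 active = activation above the mean activation of all test compounds in the run plus 3 SD, cut at about 38% in these data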
Target sequence (Q96RJ0 whole entry, looked up): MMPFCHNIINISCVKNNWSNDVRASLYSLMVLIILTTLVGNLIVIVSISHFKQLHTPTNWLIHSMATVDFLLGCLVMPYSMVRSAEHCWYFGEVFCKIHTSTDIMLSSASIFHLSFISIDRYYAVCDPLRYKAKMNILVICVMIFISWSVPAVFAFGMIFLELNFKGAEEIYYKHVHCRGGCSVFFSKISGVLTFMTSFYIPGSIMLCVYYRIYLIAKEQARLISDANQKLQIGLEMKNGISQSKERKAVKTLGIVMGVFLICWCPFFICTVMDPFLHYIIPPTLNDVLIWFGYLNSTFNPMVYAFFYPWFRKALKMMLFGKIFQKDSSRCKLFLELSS
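System: CHO-derived RD-HGA16 cells with stable Gα16 and human TAAR1 / Times: 17-24 h plating, Fluo-8 75 min 37 °C, 30 min RT / Technique: calcium-sensitive Fluo-8 signal, excitation 470-495, emission 515-575 nm / Measure: % activation relative to PEA EC100 response / Benchmarks: DMSO and PEA EC100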
TAAR1 antagonist = human TAAR1 antagonism | Q96RJ0 | CHO RD-HGA16 TAAR1, Fluo-8 calcium fluorescence, antagonist | inhibition, % at 3 µM | 360,000 tested, 1.5% active | AID 624466;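 active = inhibition above a per-plate cutoff, the mean inhibition of test compounds on that plate plus 3 SD, cut at about 49% in these data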;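 also: 0% = DMSO plus EC80 beta-PEA response and 100% = DMSO alone without agonist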
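Test system: hTAAR1-expressing CHO RD-HGA16 cells, Gα16-coupled; Probe or stimulus: EC80 β-phenethylamine stimulus; Compound dosing: single nominal final test compound concentration of 3 µM; Timing: 140 s kinetic read after compound, 140 s after agonist; Signal: Fluo-8 calcium-sensitive fluorescence; Measure: % inhibition of agonist calcium response; Controls: DMSO and EC80 PEA controls.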
M1 PAM parental = nonselective activator or artifact in parental CHO-K1 calcium assay; ATP EC20, Fluo-8 calcium fluorescence; 0% at ATP EC20, 100% at ATP max; 360,000 tested, 0.02% active; activation, % at 3 µM; AID 602247;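 active = activation above the run cutoff, the mean activation of all test compounds plus 3 SD, cut at about 40% in these data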;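 also: peak over basal fluorescence ratio in a 140 s read after ATP addition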
M1 ag = activates human CHRM1 receptor; P11229; 360,000 tested, 0.33% active; AID 588814; activation, % at 3 µM; CHO-K1 hM1, Fluo-8 calcium fluorescence, agonist mode; 0% DMSO, 100% acetylcholine EC100;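 active = activation above the run's mean compound activation plus 3 SD, cut at about 16% in these data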;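 also: peak over basal fluorescence ratio within a 140 s kinetic read after compound addition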
OXTR potentiator = human OXTR potentiation; P30559; 320,000 tested, 0.061% active; activation, % at 3 µM; CHO-OTR cells, Fluo-8 calcium fluorescence, potentiator mode; 0% = oxytocin EC15, 100% = EC100;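 active = activation above that plate's cutoff, the mean activation of tested compounds plus 3 SD, cut at about 6.6% in these data, passing the limit was not always enough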;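 also: 100% uses oxytocin at 75 nM as the full agonist control; some results filed as inactive read as strong as hits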
Target sequence (P30559 whole entry, looked up): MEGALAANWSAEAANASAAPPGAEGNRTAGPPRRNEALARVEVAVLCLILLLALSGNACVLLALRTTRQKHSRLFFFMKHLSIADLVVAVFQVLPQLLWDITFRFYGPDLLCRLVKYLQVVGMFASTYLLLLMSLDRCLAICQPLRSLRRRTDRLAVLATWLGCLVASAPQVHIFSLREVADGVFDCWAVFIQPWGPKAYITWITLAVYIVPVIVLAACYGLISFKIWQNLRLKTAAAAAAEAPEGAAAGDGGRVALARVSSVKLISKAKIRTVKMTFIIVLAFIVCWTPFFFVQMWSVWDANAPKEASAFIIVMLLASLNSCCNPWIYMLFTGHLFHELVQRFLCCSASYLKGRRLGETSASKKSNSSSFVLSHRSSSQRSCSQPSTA
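assay system = CHO-OTR cells, human receptor | schedule = compound 6 min at room temperature before oxytocin, 100 s read | detection = Fluo-8 intracellular calcium fluorescence, ex 470-495, em 515-575 nm | evaluation = normalized max/min fluorescence ratio, % activation | control set = EC15 oxytocin alone as 0%, 75 nM oxytocin (EC100) as 100%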
CHO parental Ca = signal in parental CHO cells, OX1R antagonist counter-screen; inhibition, % at 5.6 µM; 330,000 tested, 0.63% active; parental CHO-K1, ATP-induced calcium, Fluo-8 fluorescence;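 active = inhibition above that plate's mean sample inhibition plus 3 SD, cut at about 26% in these data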;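 also: 0% = ATP-challenged DMSO wells and 100% = DMSO wells without ATP; some compounds past the cut are filed as inactive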
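Assay system: parental CHO cells; Read-out basis: percent inhibition of ATP-evoked calcium rise, normalized to controls; Benchmarks: ATP and no-ATP DMSO wells; Compound dosing: single nominal dose of 5.6 µM per compound; Signal: Fluo-8 calcium dye fluorescence; Also added: ATP as calcium-mobilizing challenge; Repeats: singlicate.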
Active calls of the source: *; x = no result given.

1) Cc1cnc(C(=O)OCC(=O)NC2CCCCC2)cn1
2) CCN1C(=O)[C@@H]2[C@H](C1=O)[C@@H]1C(=O)Nc3ccccc3C(=O)N1[C@@H]2c1ccc(OC)cc1
3) Cc1ccc(N2CC(C(=O)NCC3CCCO3)CC2=O)cc1Cl (stereo not given)
4) Cc1ccc(OCC(=O)N/N=C/c2ccc3c(c2)OCO3)cc1C
5) CC(C)CCNC(=O)c1ccc(CSCc2cccc(F)c2)o1
6) CCN(CC)CCNC(=O)c1ccc(Cl)c(S(=O)(=O)N2CCCCCC2)c1
7) COCCCNC(=O)c1cn(Cc2c(F)cccc2Cl)nn1
8) Cc1cc2c(s1)c1cnn(CC(=O)NCCc3ccccc3)c(=O)c1n2C
assay / compound	1	2	3	4	5	6	7	8
CHO-K1 Ca antag	-2.2	-4.2	-7.0	-22.1	-14.5	-4.5	-10.7	x
CHRM1 antagonist	-3.2	-3.0	1.3	-8.7	-8.4	19.0	-4.3	x
CHO-K1 Ca ag	0.2	0.5	-0.3	1.3	2.0	0.6	0.0	x
TAAR1 ag	1.8	0.6	-0.2	6.6	0.7	11.7	8.0	6.3
TAAR1 antagonist	4.7	17.0	-1.7	9.9	-1.1	10.7	9.2	-0.3
M1 PAM parental	8.6	20.1	-5.2	17.6	6.9	20.3	11.2	x
M1 ag	-0.9	-3.7	-0.4	-9.6	-8.1	-7.3	-2.9	x
OXTR potentiator	-14.7	-3.2	-6.7	x	-2.7	-9.0	-0.7	0.9
CHO parental Ca	1.9	-8.0	-7.8	x	-18.8	-10.0	-2.1	-12.4

9) COc1ccc(NC(=O)c2cc(F)c(F)cc2Cl)cc1Cl
10) O=C(Nc1ccccc1)N1CCN(Cc2ccccc2)CC1
11) CC(C)(C)c1nnc2sc(SCC(=O)N3CCCc4ccccc43)nn2c1=O
12) CCOC(=O)[C@H]1[C@H]2COc3ccc(C)cc3[C@@H]2N2C(=O)c3ccc(C)cc3NC(=O)[C@@]12C
13) O=C(c1ccc(COc2ccccc2Cl)o1)N1CCN(c2ccccc2)CC1
14) CC(C)(C)NS(=O)(=O)c1ccc(C(=O)Nc2ccc3c(c2)OCO3)cc1
15) CCN(CC)S(=O)(=O)c1cccc(C(=O)OCc2cc(=O)n3nc(C)sc3n2)c1
16) CCOC(=O)C1CCCCN1C(=O)CCn1nnnc1CN1CCOCC1 (stereo not given)
assay / compound	9	10	11	12	13	14	15	16
CHO-K1 Ca antag	-1.6	-4.0	5.0	-3.7	-4.9	-12.7	-10.0	-12.5
CHRM1 antagonist	-12.1	-2.5	-2.1	18.9	-8.4	-12.6	-8.4	4.5
CHO-K1 Ca ag	1.6	0.9	1.9	-0.6	0.2	1.5	0.8	0.8
TAAR1 ag	-2.0	9.8	5.8	3.5	-2.5	-1.8	20.6	1.2
TAAR1 antagonist	-31.8	6.5	13.5	11.6	18.1	1.9	-3.6	-4.4
M1 PAM parental	12.7	19.4	11.5	-7.6	18.6	13.1	17.3	14.2
M1 ag	-2.4	-2.0	-5.0	-6.1	-2.5	-6.1	-2.4	-2.9
OXTR potentiator	-0.6	-10.8	-4.8	0.6	-7.2	-9.1	-9.8	-7.1
CHO parental Ca	-16.9	-5.6	-12.3	-24.0	-3.7	-13.3	1.2	-4.3

17) Cc1ccnc(N2CCCC(C(=O)Nc3cccc(C)c3C)C2)n1 (stereo not given)
18) COc1ccc(CCC(=O)Nc2cc(Cl)ccc2OC)cc1
19) Cc1ccc2oc(C(=O)N(Cc3nccn3C)C(C)C)c(C)c2c1
20) CCOc1ccccc1C1c2[nH]c3ccccc3c2C[C@H]2C(=O)N(C3CC3)CC(=O)N12 (stereo not given in full)
21) C=CCc1c(C)nc(SCC(=C)C)[nH]c1=O
22) O=C(Nc1ccc2c(c1)OCCO2)C1CCN(c2ncccn2)CC1
23) CCC(=O)N1c2ccc(S(=O)(=O)NCCc3ccc(OC)c(OC)c3)cc2CC1C (stereo not given)
24) O=c1oc2ccccc2n1CCCOc1ccccc1
assay / compound	17	18	19	20	21	22	23	24
CHO-K1 Ca antag	-12.8	-17.3	-4.3	-10.1	-15.0	-11.1	-18.1	-9.1
CHRM1 antagonist	-9.0	-6.1	6.2	-2.8	-6.9	-6.9	-6.7	-4.8
CHO-K1 Ca ag	0.5	5.1	0.9	1.7	0.3	0.4	5.3	0.4
TAAR1 ag	1.1	1.9	1.2	7.7	0.2	1.2	2.1	-2.4
TAAR1 antagonist	-7.6	-24.2	-18.8	-4.5	7.8	-12.4	-19.6	-7.9
M1 PAM parental	-6.6	8.2	-0.7	1.3	12.8	25.4	6.7	21.5
M1 ag	0.6	-3.5	-5.0	-2.3	-6.2	-4.4	0.8	-2.1
OXTR potentiator	-3.0	-6.7	1.6	-1.9	0.0	3.8	-8.3	-2.5
CHO parental Ca	-6.7	-12.7	-13.8	-21.2	1.9	-14.4	-16.5	-3.8

25) CSCCC(=O)N(C)CC1CCCN(CCc2cccc(C(F)(F)F)c2)C1 (stereo not given)
26) COc1ccc(NS(=O)(=O)c2cc3c(cc2C)N(C)CCO3)c(OC)c1
27) C[C@H]1CN([C@@H](C)CO)C(=O)c2cccc(NC(=O)C3CC3)c2O[C@H]1CN(C)C(=O)Nc1ccc2c(c1)OCO2
28) COc1cccc(CC(NC(C)=O)C(=O)NC2CCN(S(=O)(=O)c3cccc4ccccc34)CC2)c1 (stereo not given)
29) CNC(=S)N/N=C(\C)c1ccc2c(c1)OCO2
30) CN(C)S(=O)(=O)c1cccc(NC(=O)c2ccc(NS(=O)(=O)c3cccs3)cc2)c1
31) CCNC(=O)N1CCC(c2nc3ccccc3s2)CC1
32) Cc1ncoc1C(=O)N1CCCC(N2CCN(c3ccccc3F)CC2)C1 (stereo not given)
assay / compound	25	26	27	28	29	30	31	32
CHO-K1 Ca antag	-6.4	5.3	-16.4	-39.3	-12.0	-12.0	-2.1	-17.0
CHRM1 antagonist	36.7*	0.4	-8.9	-17.8	-2.9	14.3	-0.8	-3.9
CHO-K1 Ca ag	0.3	0.1	0.9	3.8	3.1	0.1	0.4	0.8
TAAR1 ag	4.5	1.1	3.9	8.4	4.5	8.6	-0.4	-0.1
TAAR1 antagonist	-21.9	-13.1	-4.6	10.3	-8.0	4.2	2.8	-6.8
M1 PAM parental	15.2	-11.7	20.3	35.4	19.9	1.6	-13.3	18.7
M1 ag	-8.0	-2.1	-5.3	-8.8	-12.8	-8.6	-4.3	-2.0
OXTR potentiator	5.3	-5.1	-0.9	0.3	1.9	-5.4	-19.6	-7.0
CHO parental Ca	-18.6	-4.2	-5.8	-26.2	-0.7	-1.9	-0.2	-29.4

A second format for part of the listing above.
No. | smiles | CHO-K1 Ca antag | CHRM1 antagonist | CHO-K1 Ca ag | TAAR1 ag | TAAR1 antagonist | M1 PAM parental | M1 ag | OXTR potentiator | CHO parental Ca
29 | CNC(=S)N/N=C(\C)c1ccc2c(c1)OCO2 | -12.0 | -2.9 | 3.1 | 4.5 | -8.0 | 19.9 | -12.8 | 1.9 | -0.7
30 | CN(C)S(=O)(=O)c1cccc(NC(=O)c2ccc(NS(=O)(=O)c3cccs3)cc2)c1 | -12.0 | 14.3 | 0.1 | 8.6 | 4.2 | 1.6 | -8.6 | -5.4 | -1.9
31 | CCNC(=O)N1CCC(c2nc3ccccc3s2)CC1 | -2.1 | -0.8 | 0.4 | -0.4 | 2.8 | -13.3 | -4.3 | -19.6 | -0.2

(next part)
33) Cn1ncc(N=Cc2ccccc2[N+](=O)[O-])c1C(N)=O
34) CCC(C)(C)n1nnnc1CN1CCC(NC(=O)c2ccccc2C)CC1
35) CSc1ccccc1NC(=O)COC(=O)CCc1ccccc1
36) CC(C)c1ccc(CN2CC(C(=O)O)CC2=O)cc1 (stereo not given)
37) COC(=O)c1cn(C)c2ccc(S(=O)(=O)N3CCCC3)cc2c1=O
38) CC(C)CCn1c(SCCc2ccccc2)nc2c1c(=O)[nH]c(=O)n2C
39) COc1ccc(C2=NOC(COc3ccc4c(C)cc(=O)oc4c3)C2)c(OC)c1 (stereo not given)
40) O=C(Nc1cccc(Cl)c1)Nc1nnc(CC2=CCCCC2)s1
assay / compound	33	34	35	36	37	38	39	40
CHO-K1 Ca antag	-11.8	0.5	-22.2	-39.0	-13.5	-0.2	-5.9	-7.5
CHRM1 antagonist	-5.8	-9.5	4.8	3.2	-6.0	-23.9	-17.5	0.5
CHO-K1 Ca ag	0.1	0.4	0.2	0.2	0.8	-0.3	1.6	0.6
TAAR1 ag	2.8	2.6	-6.5	0.6	11.7	17.7	-0.4	17.9
TAAR1 antagonist	4.3	-20.3	10.2	5.9	2.6	-2.0	-20.4	-9.8
M1 PAM parental	11.9	5.3	-13.8	-1.5	8.7	7.9	-3.2	16.4
M1 ag	-2.8	-3.7	-3.4	-2.4	-3.9	-3.6	-7.2	-3.4
OXTR potentiator	-1.4	-11.9	-0.7	-3.0	-8.0	-9.2	-7.6	-6.9
CHO parental Ca	-18.9	-2.5	13.2	-7.6	3.2	-32.1	-21.7	-12.9

41) COC(=O)C(C)N(C#N)c1nc(C)cc(C)n1 (stereo not given)
42) COc1ccc2ccccc2c1C1NC(=O)NC(C)=C1[N+](=O)[O-] (stereo not given)
43) O=C(NC1CC1)c1cc2c(F)cccc2s1
44) O=C(C1CCCO1)N1CCc2ccccc21 (stereo not given)
45) COc1ccc(-c2c(-c3ccc(S(C)(=O)=O)cc3)sc3ccc(OC)cc23)cc1
46) COc1ccc(NC(=O)CN2C(=O)COc3ccc(C)cc32)cc1
47) O=C(NCc1ccccc1)c1ncn[nH]1
48) CCC(C)N1C(=O)S/C(=C/c2ccc3c(c2)n(C)c(=O)n3C)C1=O (stereo not given)
assay / compound	41	42	43	44	45	46	47	48
CHO-K1 Ca antag	-11.9	0.1	5.0	-11.9	7.3	-4.7	-1.8	6.8
CHRM1 antagonist	1.5	8.7	-9.4	-12.7	17.3	-11.8	-7.4	-2.6
CHO-K1 Ca ag	0.5	0.5	0.2	0.2	-0.4	0.9	0.7	2.5
TAAR1 ag	1.3	-0.5	10.1	2.4	-0.1	2.8	3.1	13.7
TAAR1 antagonist	11.1	19.4	9.6	-9.8	9.8	3.4	-21.4	28.7
M1 PAM parental	9.3	2.1	5.4	-1.5	-22.6	3.0	11.1	-4.6
M1 ag	-3.8	-2.2	-3.3	-2.4	-1.9	-3.7	-3.1	-1.6
OXTR potentiator	-9.8	-10.9	-0.8	-10.6	-5.5	-2.0	2.8	-24.4
CHO parental Ca	-4.3	-3.9	-2.6	-1.4	0.5	2.6	-7.0	-8.5

Source: PubChem (The Scripps Research Institute Molecular Screening Center)
